Bioassay records (PubChem)
S2 tox: Viability Counterscreen for Primary qHTS for Inhibitors of ATXN expression; S2 cells (HEK-293 line with an ATXN2-luciferase reporter) viability, CellTiter-Fluor protease fluorescence, 24 h; Potency, µM (top dose mostly 56.7 µM), usual class: cytotoxic; 400,000 compounds, 0.49% hits; note: potency is the fitted concentration of half-maximal effect; nearly all actives have a fitted effect of over 40% in size
SW480 rerep: A quantitative high throughput screen for small molecules that induce DNA re-replication in SW480 colon adenocarcinoma cells; Potency, µM (doses to about 46.1 µM), for the others: top-dose re-replication activation, most hits filed as activators; AID 624297, 2012; SW480 DNA re-replication, Hoechst DNA content imaging, 48 h; 340,000 compounds, 1.8% hits; note: potency is the fitted concentration of half-maximal effect; % of control where 0% means no effect; nearly all actives have a fitted effect of over 55% in size
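Per well, 250 cells were exposed to pinned compound for 48 hr. Nuclear DNA was visualised with Hoechst (40 min, 37 C) and total object intensity recorded by fluorescence scanning.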
ATXN2 expr inh: Primary qHTS for Inhibitors of ATXN expression; Potency, µM (top dose mostly 57 µM), without a hit: at the highest dose activity change, negative = inhibition, hits mostly inhibitors; HEK-293 ATXN2-luciferase reporter, luminescence, 24 h; 360,000 compounds, 0.72% hits; note: potency is the fitted concentration of half-maximal effect; % is set by controls: 0 for no effect and ±100 for the full control effect; nearly all actives have a fitted effect of over 55% in size
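qHTS (up to 57 uM final) was run with 24 h compound exposure of reporter cells at 37 °C. Each well was multiplexed: SteadyGlo luminescence measured ATXN2-luciferase expression after a fluorogenic Gly-Phe-AFC viability readout (25 uM final).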
HT1080-NT tox: qHTS for induction of synthetic lethality in tumor cells producing 2HG: qHTS for the HT-1080-NT fibrosarcoma cell line; HT-1080-NT fibrosarcoma viability, CellTiter-Glo ATP luminescence, 48 h; Potency, µM (series often up to 46.1 µM), for the others: at the top dose activity, negative = less viability, usual class: cytotoxic; 360,000 compounds, 1.6% hits; AID 686970, 2013;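 note: NT is the 2HG producing partner of a matched IDH1 knockdown line; potency is the fitted concentration of half-maximal effect; 0% = DMSO-treated cells and -100% = media-only wells without cells; nearly all actives have a fitted effect of over 55% in size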
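HT-1080-NT fibrosarcoma cells (2HG-overproducing), 750 cells/well in RPMI with 5% FBS, dosed after 2 h and incubated 48 h at 37C. CellTiter-Glo luminescence normalized to DMSO and no-cell wells; concentration-response curves fitted and classed.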
MCF10A rerep: A quantitative high throughput screen for small molecules that induce DNA re-replication in MCF 10a normal breast cells | MCF 10A DNA re-replication, Hoechst nuclear intensity, 48 h | Potency, µM (top dose mostly 46.1 µM), without a hit: at the highest dose activity, positive = re-replication, most hits filed as activators | 350,000 compounds, 2.9% hits; note: potency is the fitted concentration of half-maximal effect; % of control where 0% means no effect; nearly all actives have a fitted effect of over 50% in size
HepG2 viability: qHTS for Inhibitors of TGF-b: Cytotox Counterscreen. Potency, µM (titrated, usually from 46.1 µM), for the others: top-dose activity change, negative = cytotoxicity, actives largely listed as cytotoxic. 410,000 compounds, 0.76% hits. HepG2 CAGA-GFP viability, ATP luminescence, 18 h; note: potency is the fitted concentration of half-maximal effect; some results filed as inactive show a strong effect at the top dose
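HepG2 CAGA-GFP cells (1000/well, DMEM with 1% FBS) received compound, then TGF-beta at 500 pg/mL final, and were incubated 18 hours at 37 degrees C. Viability was read by CellTiter-Glo luminescence. Media-only wells were set as complete cell-killing and DMSO as no toxicity.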
KB-3-1 cytotox: qHTS assay for MDR1-selective chemotherapeutics: Primary screen using the parental adenocarcinoma cell KB-3-1. KB-3-1 viability, CellTiter-Glo ATP luminescence, 72 h. Potency, µM (series often up to 46.1 µM), inactives show at the top dose activity change, negative = cytotoxic, usual class: cytotoxic. 400,000 compounds, 1.4% hits; note: potency is the fitted concentration of half-maximal effect; % is set by controls: 0 for no effect and ±100 for the full control effect; nearly all actives have a fitted effect of over 60% in size
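Parental KB-3-1 viability, qHTS format: 72 h compound exposure, 37 °C; CellTiter-Glo; media-only wells and DMSO plates as controls; concentration-effect fits on corrected data.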
IL1B secr inh: qHTS for Inhibitors of Inflammasome Signaling: IL-1-beta AlphaLISA Primary Screen | 360,000 compounds, 4.7% hits | activity change, % at 57.5 µM | THP-1 LPS/ATP IL-1B secretion, AlphaLISA, 16 h; hits give low values | AID 743279, 2014; in the data active = activity change below about -50%; inconclusive = mostly about -30% to -49%; note: % is set by controls: 0 for no effect and ±100 for the full control effect
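Secreted IL-1B measured by AlphaLISA bead assay after 16 h compound exposure of THP-1 cells; compounds (final up to 57.5 uM) added 1 h before LPS (250 ng/mL) and ATP (1.25 mM) stimulation; lower signal means less secretion.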
HT1080 IDH1KD tx: qHTS for induction of synthetic lethality in tumor cells producing 2HG: qHTS for the HT-1080-IDH1KD cell line; HT-1080 IDH1 knockdown viability, ATP luminescence, 48 h; Potency, µM (titrated, usually from 46.1 µM), inactives show top-dose activity, negative = toxicity, actives largely listed as cytotoxic; 360,000 compounds, 2% hits;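 note: potency is the fitted concentration of half-maximal effect; 0% = DMSO wells and -100% = cell-free medium wells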
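HT-1080-IDH1KD cells (IDH1 knocked down), 750/well in RPMI with 5% FBS, treated with compound 48 h at 37 degrees C. Viability by CellTiter-Glo luminescence, normalised to DMSO and no-cell wells; concentration-response curves classed.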
* = called active by the depositor; i = inactive; ? = inconclusive; . = no result given; [ ] = another dose, or the depositor's remark. Unless noted, calls come from the whole dose curve; as a rule, active = well fitted curve in the direction sought with a large enough effect; inconclusive = small, poorly fitted or top-dose-only effect, or another doubt; inactive = no such curve, though single readings can be large; an effect the other way counts as inactive or inconclusive.

1) O=C(C1CCCN(S(=O)(=O)c2cccs2)C1)N1CCN(C2CCCCC2)CC1 (configuration not stated)
2) CC1(C)C(=O)Nc2ccccc2N1C(=O)COc1cc(Cl)ccc1Cl
3) Cc1c(OCC(=O)N2CCN(c3ccccc3)CC2)ccc2c3c(c(=O)oc12)CCCC3
4) CCOc1ccc(CN2CCN(Cc3ccc(C)o3)CC2CCO)cc1 (configuration not stated)
5) O=C(CCCCCN1C(=O)C2C3C=CC(C3)C2C1=O)Nc1nccs1 (configuration not stated)
6) CCN1CC(CN(C)Cc2cn(-c3ccc(C)cc3)nc2-c2ccc(F)cc2)CC1=O (configuration not stated)
7) CC1CN(C(=O)COC(=O)c2ccccc2O)CC(C)O1 (configuration not stated)
8) CC(=O)CSc1ncnc2scc(-c3ccc(F)cc3)c12

screen / no.	1	2	3	4	5	6	7	8
S2 tox	i	i	i	?	i	i	i	i
SW480 rerep	2%	-7%	8%	-87%[inhibitor]	-3%	-4%	-9%	3%
ATXN2 expr inh	-2%	.	3%	.	10%	-34%	7%	3%
HT1080-NT tox	2%	7%	5%	3%	5%	-16%	10%	2%
MCF10A rerep	-13%	-1%	13%	22%	2%	6%	-7%	-1%
HepG2 viability	0%	-9%	2%	-1%	22%	-1%	-3%	2%
KB-3-1 cytotox	3%	0%	-10%	0%	4%	-2%	7%	-3%
IL1B secr inh	-9	13	24	7	33	-21	-19	17
HT1080 IDH1KD tx	11%	0%	12%	7%	3%	-17%	25%	13%

9) CCOC(=O)[C@]12CCCC=C1N(Cc1ccc3c(c1)OCO3)C(=O)[C@H](CC(=O)NCc1cccs1)C2
10) O=c1c2[nH]c3ccccc3c2nc2n1CCS2
11) CCN1CCCC1CNC(=O)c1ccc2c(c1)N(Cc1ccccc1F)C(=O)c1ccccc1S2(=O)=O (configuration not stated)
12) O=C1c2ccccc2C(=O)N1OS(=O)(=O)c1ccc(F)cc1
13) COc1cccc(CNc2nc3cc(-c4ccccc4)sc3c(=O)n2C)c1
14) O=C(CCCN1C(=O)/C(=C/c2ccccc2Cl)SC1=S)NNC(=O)c1ccncc1
15) CC1=NN(C(=O)COc2ccccc2)C(O)(c2ccccc2)C1 (configuration not stated)
16) CC(=O)Nc1ccccc1-c1nc2ccc(C(=O)N3CCN(c4cccc(C)c4)C(C)C3)cc2[nH]c1=O (configuration not stated)

screen / no.	9	10	11	12	13	14	15	16
S2 tox	i	i	i	i	i	i	i	i
SW480 rerep	.	-3%	31%	3%	.	-31%[inhibitor]	1%	4%
ATXN2 expr inh	-2%	0%	-8%	.	3%	0%	-9%	-6%
HT1080-NT tox	-21%	-9%	-5%	-4%	?	-6%	10%	0%
MCF10A rerep	.	3%	10%	4%	.	13µM*	0%	?
HepG2 viability	.	-15%	1%	0%	-15%	35%	8%	-9%
KB-3-1 cytotox	-4%	3%	-1%	3%	7.3µM*	?	19%	?
IL1B secr inh	0	34	-21	-5	-23	?	13	5
HT1080 IDH1KD tx	?	-7%	-30%	-6%	-20%	-10%	6%	-8%

17) CCn1c(C(O)c2cc(OC)c(OC)c(OC)c2)nc2ccccc21 (configuration not stated)
18) COc1ccc(CCn2c(-c3ccc(C(C)(C)C)cc3)n[nH]c2=S)cc1OC
19) O=C1C(=C(c2ccccc2)N2CCOCC2)Cc2ccccc21
20) CC(=O)CC(c1ccccc1)S(=O)(=O)c1ccc([N+](=O)[O-])cc1 (configuration not stated)
21) COc1ccc(-c2cc(C(=O)NCC3CCCO3)c3ccccc3n2)c(OC)c1 (configuration not stated)
22) Clc1cccc(CNCCCSc2ncccn2)c1Cl
23) O=C(NCC1CCCO1)c1cccc(NC(=O)c2ccco2)c1 (configuration not stated)
24) C/C(=N\NC(=O)Cc1ccccc1[N+](=O)[O-])c1cccnc1

screen / no.	17	18	19	20	21	22	23	24
S2 tox	i	i	?	i	i	i	i	i
SW480 rerep	-7%	21%	.	-7%	-12%	0%	-4%	3%
ATXN2 expr inh	-10%	-29%	.	0%	2%	-3%	-11%	17%
HT1080-NT tox	4%	1%	15µM*	1%	0%	10%	-8%	6%
MCF10A rerep	0%	1%[9.22 µM]	.	-2%	7%	9%	7%	-1%
HepG2 viability	10%	8%	8.9µM*	-5%	-2%	2%	-16%	-4%
KB-3-1 cytotox	-5%	-18%	7.3µM*	-5%	-2%	23%	2%	-8%
IL1B secr inh	15	45	-104*	-10	30	-21	-8	14
HT1080 IDH1KD tx	1%	-3%	4.6µM*	14%	1%	7%	-7%	11%

25) CC(C)(C)SCCNC(=O)/C=C/c1ccc(F)cc1
26) Cc1cccc(C)c1NC(=O)CSc1nc2ccccc2c(=O)[nH]1
27) CCC(C)N(C)Cc1cccc(C2(O)CCN(S(=O)(=O)c3ccc(F)cc3)CC2)c1 (configuration not stated)
28) Clc1ccc2nc(-c3cccc(Br)c3)c(Cc3ccsc3)n2c1
29) CCCc1cc(Nc2ccccc2C)n2ncnc2n1
30) CC(C)(C)c1ccc(C(=O)N2[C@H](COCc3ccccc3)C=CS2(=O)=O)cc1
31) COc1ccc(NC(=O)CSc2oc(-c3ccc(C)cc3)nc2S(=O)(=O)c2ccc(C)cc2)c(OC)c1
32) Cn1c(Cc2cccs2)nnc1SCC(=O)Nc1ccccc1

screen / no.	25	26	27	28	29	30	31	32
S2 tox	i	i	i	i	i	i	i	i
SW480 rerep	4%	-1%	?	.	0%	.	.	-4%
ATXN2 expr inh	34%	0%	-5%	57%[activator]	-4%	-37%	4%	-11%
HT1080-NT tox	?	7%	-3%[9.24 µM]	11%	3%	?	.	-1%
MCF10A rerep	-5%	5%	11%	.	8%	.	.	7%
HepG2 viability	8%	-3%	-31%	-11%	4%	-36%	14%	-18%
KB-3-1 cytotox	7%	-7%	-2%	0%	15%	0%	0%	?
IL1B secr inh	0	14	4	61	-2	?	.	10
HT1080 IDH1KD tx	?	-13%	?	11%	-1%	?	.	-10%

Ordered by molecular weight (highest first): five of the compounds above
31) COc1ccc(NC(=O)CSc2oc(-c3ccc(C)cc3)nc2S(=O)(=O)c2ccc(C)cc2)c(OC)c1
27) CCC(C)N(C)Cc1cccc(C2(O)CCN(S(=O)(=O)c3ccc(F)cc3)CC2)c1 (configuration not stated)
28) Clc1ccc2nc(-c3cccc(Br)c3)c(Cc3ccsc3)n2c1
26) Cc1cccc(C)c1NC(=O)CSc1nc2ccccc2c(=O)[nH]1
25) CC(C)(C)SCCNC(=O)/C=C/c1ccc(F)cc1

screen / no.	31	27	28	26	25
S2 tox	i	i	i	i	i
SW480 rerep	.	?	.	-1%	4%
ATXN2 expr inh	4%	-5%	57%[activator]	0%	34%
HT1080-NT tox	.	-3%[9.24 µM]	11%	7%	?
MCF10A rerep	.	11%	.	5%	-5%
HepG2 viability	14%	-31%	-11%	-3%	8%
KB-3-1 cytotox	0%	-2%	0%	-7%	7%
IL1B secr inh	.	4	61	14	0
HT1080 IDH1KD tx	.	?	11%	-13%	?

Remaining list, next part.
33) CC(=O)Nc1ccc(NC(=O)C(Cc2ccccc2)NC(=O)C2CCCCC2)cc1 (configuration not stated)
34) Cc1c(Cl)cccc1NC(=O)Cn1cc(C(F)(F)F)cc(Cl)c1=O
35) CCCCCc1c(C)nc(Nc2nc(C)c3cc(OC)ccc3n2)[nH]c1=O
36) O=C(Cc1ccccc1Cl)N1CCN(c2ncccn2)CC1
37) Nc1ccccc1NC1CCCCC1
38) NNC(=O)c1ccc(CSc2nc3ccccc3s2)cc1
39) COc1ccc(NS(=O)(=O)c2ccc3oc(=S)[nH]c3c2)cc1
40) COC(=O)c1ccc2c(c1C(=O)OC)CN(S(=O)(=O)C(C)(C)C)[C@@H]2CCO

screen / no.	33	34	35	36	37	38	39	40
S2 tox	i	i	i	i	i	i	i	i
SW480 rerep	-14%	-3%	-10%	?	1%	16%	11%	-38%[inhibitor]
ATXN2 expr inh	5%	.	-6%	-7%	16%	-36%	-3%	2%
HT1080-NT tox	28%	-2%	?	2%	-18%	-17%	5%	14%
MCF10A rerep	8%	-16%	-8%	?	3%	4%	-3%	-4%
HepG2 viability	6%	2%	5%	0%	-13%	-41%	-1%	7%
KB-3-1 cytotox	7%	-3%	-7%	9%	-25%	9%	-5%	0%
IL1B secr inh	18	0	-22	11	-9	22	18	21
HT1080 IDH1KD tx	9%	7%	15%	1%	-1%	?	8%	9%

41) COc1cc(-c2cn[nH]c2N)cc(OC)c1OC
42) COc1cccc(/C=C/C(=O)OCC(=O)N2c3ccccc3CC2C)c1 (configuration not stated)
43) Cc1c(C(=O)Nc2ccc(F)cc2F)oc2ccc3c(c12)C(=O)CC(C)(C)O3
44) COc1cccc(N2CCN(C(=O)Nc3ccccc3Cl)CC2)c1
45) CCOc1ccccc1OCCCC(=O)N1CCN(S(=O)(=O)c2cc(F)ccc2F)CC1
46) Nc1ccc(Nc2nc(-c3ccncc3)cs2)cc1
47) Clc1ccccc1/C=C/c1nc(-c2cccnc2)no1
48) CC(=O)NC(Cc1c[nH]c2ccccc12)C(=O)OCC(=O)Nc1cc(C)on1 (configuration not stated)

screen / no.	41	42	43	44	45	46	47	48
S2 tox	i	?	i	i	i	i	i	i
SW480 rerep	?	.	.	-20%	-9%	?	-15%	-5%
ATXN2 expr inh	2%	.	34%[activator]	-5%	-5%	1%	2%	2%
HT1080-NT tox	?	13%	.	-4%	4%	?	13%	20%
MCF10A rerep	?	.	.	-8%	5%	2%	1%	2%
HepG2 viability	-12%	5%	-5%	-10%	-4%	-38%	-11%	5%
KB-3-1 cytotox	-2%	3%	2%	-2%	10%	2%	12%	-4%
IL1B secr inh	22	15	.	?	-23	?	-29	11
HT1080 IDH1KD tx	?	0%	.	21%	4%	?	16%	20%
